Source: PubChem BioAssay (National Center for Advancing Translational Sciences (NCATS))
TRHR ag: agonists of human TRH receptor | AID 493084 | activation, % at 2 µM | actives 0.18% (n = 360,000) | TRHR cells, calcium flux fluo-8, FDSS agonist mode; note: 0% is about no effect
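TRHR-expressing cells, plated overnight in medium with 10% serum, were loaded with fluo-8 calcium dye at room temperature. After a 10 s baseline, library compound was pin-added and calcium release was recorded kinetically (ex 480/em 530) as agonist response.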
D1 antag: human D1 dopamine receptor antagonism | actives 3.2% (n = 360,000) | activity change, negative = inhibition, % at 10 µM | P21728 | HEK293 TREx D1 cells, calcium flux, dopamine EC80; active compounds read low; in the data active = activity change below about -30%; note: % is set by controls: 0 for no effect and ±100 for the full control effect
Target sequence (P21728 whole entry, looked up): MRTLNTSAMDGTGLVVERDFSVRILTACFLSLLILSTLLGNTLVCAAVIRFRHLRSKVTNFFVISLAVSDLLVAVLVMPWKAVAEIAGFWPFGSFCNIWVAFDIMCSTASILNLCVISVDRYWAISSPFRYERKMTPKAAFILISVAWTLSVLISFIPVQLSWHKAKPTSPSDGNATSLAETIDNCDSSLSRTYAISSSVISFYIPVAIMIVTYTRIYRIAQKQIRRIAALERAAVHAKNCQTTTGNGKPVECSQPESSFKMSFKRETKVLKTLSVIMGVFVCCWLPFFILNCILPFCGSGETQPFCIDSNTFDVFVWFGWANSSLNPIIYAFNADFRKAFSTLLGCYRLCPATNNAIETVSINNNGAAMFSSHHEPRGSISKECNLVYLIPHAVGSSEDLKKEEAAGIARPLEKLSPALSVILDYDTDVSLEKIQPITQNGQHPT
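Compound effects on dopamine-evoked calcium signalling were measured in tetracycline-induced HEK293 Trex D1 cells. Dopamine at EC80 followed a 180 s compound pre-read, and fluorescence was tracked kinetically for 180 s more.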
D2 potentiator: D2 dopamine receptor (human) potentiation; HEK293 T-REx D2, calcium flux, EC20 dopamine potentiation; potentiation, % at 10 µM; actives 0.34% (n = 340,000);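 active = potentiation over 3 SD above the plate norm, cut at about 30% in these data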; note: 0% is about no effect
Target sequence (P14416 whole entry, looked up): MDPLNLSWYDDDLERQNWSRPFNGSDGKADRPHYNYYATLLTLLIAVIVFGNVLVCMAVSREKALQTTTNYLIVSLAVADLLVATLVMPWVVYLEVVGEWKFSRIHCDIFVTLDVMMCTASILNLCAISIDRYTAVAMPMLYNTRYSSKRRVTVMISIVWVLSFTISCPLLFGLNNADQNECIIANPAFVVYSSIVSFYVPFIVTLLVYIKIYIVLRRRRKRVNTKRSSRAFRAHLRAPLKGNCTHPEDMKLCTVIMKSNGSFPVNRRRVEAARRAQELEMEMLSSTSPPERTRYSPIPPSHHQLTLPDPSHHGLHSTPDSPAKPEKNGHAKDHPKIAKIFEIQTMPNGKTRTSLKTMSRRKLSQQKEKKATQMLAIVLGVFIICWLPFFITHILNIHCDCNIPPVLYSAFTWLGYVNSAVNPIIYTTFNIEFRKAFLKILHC
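Using a no-wash calcium dye in inducible, force-coupled HEK293 Trex cells expressing D2, we tracked fluorescence each second for 180 s after compound, then for 180 s after EC20 dopamine to detect augmented signalling.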
TRHR PAM: allosteric enhancers of human TRH receptor. TRHR cells, fluo-8 calcium fluorescence, EC20 TRH enhancement. enhancement, % at 2 µM. actives 0.66% (n = 360,000); in the data active = enhancement above about 30%; note: 0% is about no effect
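TRHR-expressing cells loaded with fluo-8 calcium dye were read kinetically (ex 480/em 530) during compound addition, then stimulated with an EC20 of TRH (10 nM final). Enhancement of the Gq-mediated intracellular calcium response was scored.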
D1 potentiator: enhances dopamine response at the human D1 receptor | HEK293 TREx D1 cells, calcium flux, dopamine EC20 potentiation | potentiation, % at 10 µM | actives 0.036% (n = 360,000) | P21728 | AID 504651; in the data active = potentiation above about 30%; note: 0% is about no effect
RXFP1 antagonist: antagonists of human relaxin receptor RXFP1 | Q9HBX9 | HEK293-RXFP1, relaxin-stimulated cAMP HTRF, 30 min; active compounds read low | activity change, negative = inhibition, % at 57.5 µM | actives 0.59% (n = 350,000) | AID 1259400;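 active = activity change of -60% or lower, but not beyond a set lower limit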; note: % is set by controls: 0 for no effect and ±100 for the full control effect
D1 agonist: agonists of human D1 dopamine receptor. actives 1% (n = 360,000). activation, % at 2 µM. HEK293 T-REx D1 cells, calcium flux, agonist mode. P21728; note: 0% is about no effect
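Inducible HEK293 T-REx D1 cells, force-coupled to calcium signalling, were plated at 4000 cells/well with tetracycline and held overnight at 30 C. After no-wash calcium dye loading, compound-evoked calcium rise over 180 s flagged agonists.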
D2 antag: D2 dopamine receptor (human) antagonism; P14416; HEK293 TREx D2 cells, calcium flux, dopamine EC80; inhibition, % at 10 µM; actives 2% (n = 340,000); AID 485344; in the data active = inhibition above about 30%; note: 0% is about no effect
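In this primary screen, negative modulation is detected by tracking calcium flux after an EC80 dopamine challenge in inducible HEK293 T-REx D2 cells preexposed to test compound for 180 s.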
D2 agonist: D2 dopamine receptor (human) agonism; P14416; HEK293 T-REx D2 cells, calcium flux agonist mode; activation, % at 2 µM; actives 0.53% (n = 340,000); AID 485358;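 active = activation over 3 SD above normal in the single-dose calcium agonist read, cut at about 30% in these data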; note: 0% is about no effect
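Tetracycline-induced HEK293 Trex cells with D2 receptor force-coupled to calcium signaling, plated overnight at 30 C and loaded with no-wash calcium dye. Calcium flux read kinetically for 180 s after compound addition; responses flag agonists.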
Active calls of the source: *; nt = no result given; & = joins results of further samples. Cut-off read from the data, not from the text of the source, unless noted: active = activation above about 30%; inactive = the rest.

Compound	TRHR ag	D1 antag	D2 potentiator	TRHR PAM	D1 potentiator	RXFP1 antagonist	D1 agonist	D2 antag	D2 agonist
Cn1c(SC/C=C/c2ccccc2)nnc1-c1cnccn1	-0.4	-6	0	-2	-4	7	3	6	-0.2
Cc1cc(=O)[nH]c(SCC(=O)N2CCCC(C)C2)n1 (stereo not drawn)	0.7	1	nt	-2	-1	-9	1	nt	nt
COc1ccc(Nc2nnc(-c3ccc(C(N)=O)cc3)c3ccccc23)cc1	-1.3	-17	2	0	-4	-12	4	-5	-2.9
CCCc1nn2c(=O)cc(COC(=O)c3cccc(NC(=O)c4ccc(OCC)cc4)c3)nc2s1	-0.6	-10	1	1	1	-2	1	nt	-0.4
CC(=O)Nc1ccc(NC(=O)C2CCN(C(=O)c3ccc([N+](=O)[O-])cc3)CC2)cc1	0.1	-17	-10	5	-3	4	1	9	3.2
CCCCC(CC)CNC(=O)CCCc1nnc2n(CCC)c(=O)c3sccc3n12 (stereo not drawn)	0.2	-5	-2	-8	1	nt	4	nt	-1.2
CC(=O)NC(Cc1ccc(F)cc1)C(=O)NC1CCN(C(=O)NCc2ccccc2)CC1 (stereo not drawn)	0.6	-2	1	3	-2	-4	1	-8	0.7
CCOC(=O)N1CCC(NC(=O)c2cnn(-c3ccc(OC)cc3)c2C2CCN(C(=O)OC(C)(C)C)CC2)CC1	-0.8	-7	5	4	-4	-14	2	nt	0.2
CCN(CCCNC(=O)c1nn(-c2ccc(OC)cc2)c(=O)c2c1c1ccccc1n2C)c1ccccc1	0.0	13	-8	9	4	-2	1	nt	0.6
Fc1ccc2c(Cl)c(-c3nnc(-c4cccs4)o3)sc2c1	0.2	8	-7	8	-8	4	1	-11	0.1
Cc1nn(C)c(C(=O)NNC(=O)NC2CCCCC2)c1Cl	-0.5	13	3	-7	-3	1	4	nt	nt
COc1ccc(-c2onc(C)c2C)cc1S(=O)(=O)NCCc1ccco1	0.0	1	-2	-5	-1	27	7	6	0.2
Cc1nnc(SCCn2c(N(C)Cc3ccccc3)nc3c2c(=O)[nH]c(=O)n3C)s1	-0.2	-4	15	3	-4	3	0	1	0.5
CCCC(C)NC(=O)CSc1nc(-c2ccccc2)cn1N (stereo not drawn)	0.1	0	-2	3	-1	-27	3	9	-0.2
O=C(COC(=O)Cc1n[nH]c(=O)c2ccccc12)Nc1c(Cl)cccc1C(F)(F)F	-0.7	3	10	6	2	-5	0	23	0.8
Cc1ccc(C2=NNC(=Nc3ccc(F)cc3)SC2)cc1	-1.0	-13	-1	-2	-3	-19	-2	-2	0.2
CCc1ccc(N(CC(=O)NCc2ccco2)C(=O)CCC(=O)Nc2nccs2)cc1	0.0	4	nt	-4	-6	-20	0	15	2.8
CCC(=O)c1ccc(NC(C)=O)cc1O	-0.3	17	1	6	8	2	7	9	-1.8
Cc1ccccc1NC(=S)NCCSc1ccc(Cl)cc1	0.2	-21	6	-2	-3	-8	10	-11	-0.1
CCNC(=O)C1CC(=O)N(Cc2ccc(F)cc2)C(=Nc2ccc(OC)cc2)S1 (stereo not drawn)	0.5	-6	3	5	-1	-7	0	13	0.3
CC(=O)Nc1ccc(N/C=C/C(=O)C(C)(C)C)cc1	0.8	-15	-4	2	-8	3	4	-7	-0.2
CCCc1cc(=O)[nH]c2nnc(SCC)n12	0.0	nt	-5	6	0	-6	-4	nt	0.8
Cc1nc(SCC(=O)NCCc2ccccc2)c2oc3ccccc3c2n1	-0.6	-8	15	19	0	2	2	5	-0.7
COc1ccc(CCNC(=O)C2(C)CCC(=O)N2Cc2ccc3c(c2)OCO3)cc1OC (stereo not drawn)	0.0	-1	nt	-6	0	nt	2	nt	nt
CC1CCC(NC(=O)CN(C)S(=O)(=O)c2cnc[nH]2)CC1 (stereo not drawn)	1.4	31	4	0	-1	11	2	10	1.2
COc1ccc(CCNC(=O)c2ccc(CNS(=O)(=O)c3ccccc3)cc2)cc1OC	1.0&-1.0	-18&-10	-1&-5	-1&-1	0&-7	-6	3&3	8	0.5&-2.2
Cc1nc(-c2ccc(Cl)cc2)sc1C1(C)CC(c2cccnc2)=NO1 (stereo not drawn)	0.5	21	15	4	1	nt	11	10	-0.3
CC1=NC(C)Cc2ccccc21 (stereo not drawn)	0.3	-7	-7	18	-1	-2	2	-13	0.9
CC(C)Oc1ccc(CNC(=O)c2ccc(CS(=O)Cc3ccccc3Cl)o2)cc1 (stereo not drawn)	-2.4	4	-4	3	-6	-31	20	nt	nt
Cc1ccc(NC(=O)COc2nsnc2N2CCOCC2)cc1Cl	1.1	-11	nt	9	nt	-14	18	nt	nt
CC1Cc2nc(SCC(=O)Nc3ccc4c(c3)OCO4)n(Cc3ccccc3)c(=O)c2S1 (stereo not drawn)	-2.6	-20	6	1	1	10	5	-11	-0.8
COCC(=O)Nc1ccc(N2CCCC2)c(S(=O)(=O)Nc2ccccc2OC)c1	-0.1	-31*	nt	-6	9	0	-1	nt	nt
CCOc1ccccc1NC(=O)NCCCCc1ccccc1	-0.6	14	-1	2	-3	2	4	6	-1.6
COc1ccc(CN(C)C(=O)Cn2ccsc2=N)cc1OC	0.7	23	-12	-4	-5	-3	1	3	-0.7
Cc1cc(C)cc(NC(=O)CCS(=O)(=O)c2cc3c4c(c2)CCN4C(=O)CC3)c1	0.2	21	1	4	-1	nt	2	nt	-0.2
O=C(c1cccs1)N1CCC(c2nc3c(nnn3Cc3ccccc3Cl)c(=O)[nH]2)CC1	-0.2	1	-6	4	-8	-3	2	-20	0.0
Cc1ccc(-n2ncc(C(=O)NCCCN3CCN(C)CC3)c2C2CCN(C(=O)OC(C)(C)C)CC2)cc1	1.2	-3	-8	-2	-8	-7	1	nt	1.4
Cc1cc(C)n(-c2nc3ccccc3n3nnnc23)n1	-1.3	5	33*	-2	-11	-12	3	4	-0.6
CC(C)(C)NC(=O)C(=O)N/N=C/c1cccs1	0.6	-1	20	-3	-5	16	1	-11	-0.6
Cc1cc(C(=O)Nc2c(F)cc(F)cc2Br)n(-c2ccccc2)n1	-0.4	1	-1	-1	3	-2	1	1	-0.4
Cc1ccc(-c2nnc(SCC(=O)NCc3ccccc3)o2)cc1	-1.5	3	-20	-1	-2	nt	1	nt	-1.9
NS(=O)(=O)c1ccc(CCNC(=O)C(=O)NCC2OCCN2S(=O)(=O)c2cccs2)cc1 (stereo not drawn)	-0.1	12	-5	-1	4	1	4	6	0.4
COc1ccc(NS(=O)(=O)c2cc3[nH]c(=O)c(=O)[nH]c3cc2C)cc1OC	0.3	-7	-1	-4	-5	-10	3	nt	0.3
COc1ccc(OC)c(CCNC(=O)Cn2ccc3cc(S(=O)(=O)N4CCCCC4)ccc32)c1	0.7	-2	nt	-32	-4	-1	7	nt	-0.5
CCOc1ccc2ccc(OCC)c(/C=N/n3cnnc3)c2c1	-0.6	16	-3	7	1	-8	3	-16	0.1
O=C1CN(C(=O)c2cnccn2)c2ccccc2N1	0.4	-3	-4	8	-6	0	1	-8	-1.4
O=C(OCC(=O)N1CCN(c2ccccc2)CC1)c1ccco1	0.7	-10	5	3	-5	0	1	-24	0.5
C=CCc1ccc(OCCCCN2CC(C)OC(C)C2)c(OC)c1 (stereo not drawn)	-0.4	-22	4	28	1	-5	1	10	-0.8
CCOP(=O)(c1ccc(N(C)C)cc1)C(O)c1ccc(Cl)cc1 (stereo not drawn)	0.0	-2	2	-1	-3	-5	2	2	-0.1
O=C(OCC(=O)N1CCN(c2ccccc2)CC1)c1ccc(Cl)nc1	-0.3	3	-4	-4	-7	-1	2	12	0.7
CCCCC(=O)N(c1ccc(C(=O)O)cc1)c1nc(-c2ccc(Cl)cc2)c(CC)s1	-0.2	-8	4	63*	-3	-7	1	-8	-2.2
COc1cc2c(cc1OC)C(c1ccc3c(c1)OCO3)CC(=O)N2 (stereo not drawn)	0.1	-3	-1	-2	-3	-13	2	-8	0.0
COc1cc2c(C(=O)N3CCN(c4ccc(F)cc4)CC3)cn(CC(C)C)c(=O)c2cc1OC	0.7	-15	-5	3	-1	nt	-1	nt	1.0
O=C(O)c1ccccc1C(=O)Nc1cccc([N+](=O)[O-])c1	0.7	-7	8	1	5	13	2	-22	0.5
S=c1[nH]nc(Cn2cnc3ccccc32)n1-c1ccccc1Cl	0.9	4	-11	-6	-3	-10	1	-3	6.2
COC(=O)c1ccc(Oc2cc(C)nc(SC)n2)cc1	-0.6	-12	9	-3	-1	-8	4	10	-0.5
COc1ccc(C(=O)Nc2nnc(CC(=O)N/N=C/c3ccc(O)cc3O)s2)cc1	52*	15	11	3	-2	nt	46*	3	1.4
Cc1ccc2c(c1)C(C)(C)[C@]1(C)NC(=O)CCN21	-1.1	-19	9	-2	2	5	2	-19	0.3
CN(C)S(=O)(=O)c1ccc(Cl)c(NC(=O)COC(=O)/C=C/c2ccc(S(=O)(=O)N3CCOCC3)cc2)c1	-1.0	-10	-13	-5	-4	-15	11	8	-0.3
CC1CCc2c(C(=O)Nc3cccc(-c4nn[nH]n4)c3)csc2C1 (stereo not drawn)	-1.0	15	8	5	1	3	4	-1	-0.8

Whole records, looked up by structure. Order of values: TRHR ag	D1 antag	D2 potentiator	TRHR PAM	D1 potentiator	RXFP1 antagonist	D1 agonist	D2 antag	D2 agonist
Entry for COC(=O)c1ccc(Oc2cc(C)nc(SC)n2)cc1 → -0.6	-12	9	-3	-1	-8	4	10	-0.5
Entry for COc1cc2c(cc1OC)C(c1ccc3c(c1)OCO3)CC(=O)N2 (stereo not drawn) → 0.1	-3	-1	-2	-3	-13	2	-8	0.0
Entry for O=C(O)c1ccccc1C(=O)Nc1cccc([N+](=O)[O-])c1 → 0.7	-7	8	1	5	13	2	-22	0.5
Entry for Cc1ccc2c(c1)C(C)(C)[C@]1(C)NC(=O)CCN21 → -1.1	-19	9	-2	2	5	2	-19	0.3

Remaining list, next part
Compound	TRHR ag	D1 antag	D2 potentiator	TRHR PAM	D1 potentiator	RXFP1 antagonist	D1 agonist	D2 antag	D2 agonist
CCN1CCN(C(=O)C2=C(C(=O)O)CCCC2)CC1	-0.3	-2	-2	3	1	14	3	5	0.4
CN(NC(=O)c1ccc(Cl)cc1Cl)C1=NS(=O)(=O)c2ccccc21	-0.6	-25	-13	-4	-6	-8	4	-1	12
Cc1cccc(CS(=O)(=O)Cc2ccc(C(=O)NCc3ccc(Cl)cc3)o2)c1	-0.1	-6	-9	-1	-8	0	9	nt	-0.1
CCN(CC)S(=O)(=O)c1ccc(OC)c(NS(=O)(=O)Cc2ccccc2)c1	0.1	-7	-6	4	-1	-2	7	-4	0.9
CCN(CC)c1nc2c(S(=O)(=O)c3cccc(Cl)c3)nnn2c2ccsc12	0.6	-40*	-8	-20	-6	-11	4	nt	-0.2
COc1ccccc1CNS(=O)(=O)c1ccc(-c2cc(C(F)(F)F)on2)s1	2.4	-3	6	2	-2	-10	33*	nt	1.2
